# Myeloid diff 2: myeloid differentiation induction. AID 624256. calls only at 10 µM. ER-HoxA9 myeloid progenitors, lysozyme-GFP differentiation, flow cytometry. 1% of 360,000 active;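 active means normalized GFP-positive differentiation at or above the plate's own cutoff, the solvent-only control mean plus 3 SD; inconclusive means no clear call, values can overlap the other calls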;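 further: cells exposed to compound for four days before flow analysis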
# T cell modulator: modulates CD8 T cell binding to vesicles; 2C CD8+ T cell-vesicle binding, flow cytometry; stronger effect = lower value; calls only at 7 µM; 0.068% of 330,000 active;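 active means response, share of CD8 T cells binding vesicles, and their 90th percentile fluorescence all below set limits, cut at about 80% in these data, passing the limit was not always enough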
#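 incubation = binding step 1.5 h, 37 °C, antibody labelling 20 min, ice | test system = 2C mouse CD8+ T cells | read-out basis = percent CD8+ FL2 mean versus row control | controls = Peptide-free naked vesicles (low) and QL9 vesicles with 0.7% DMSO vehicle (high) | detection = flow cytometry of vesicle-bound cells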
# Large T inhibition: TAg ATPase/helicase activity blockers – biochemical (AID 1903); 0.39% of 310,000 active; inhibition, % at 20 µM; hits with a dose series show IC50 in µM; SV40 large T antigen ATPase/helicase inhibition assay; higher % means a stronger effect; in the data active means a potency from the dose series; inconclusive means inhibition mostly from about 32% at the one dose, without a potency; inactive means the rest, 99 in 100 with inhibition below about 32%; further: strong numbers were not always called active
# PhoP inhibition: PhoP-dependent GFP reporter repression – Salmonella Typhimurium, primary screen (AID 1863) | S. Typhimurium PhoP-regulated promoter GFP reporter, 4 h; higher % means a stronger effect | inhibition, % at 50 µM; hits with a dose series show IC50 in µM | 0.16% of 300,000 active;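 active means inhibition over 29.93%, a cutoff 3 SD above the screen mean, later confirmed by dose response; inconclusive means inhibition over 29.93% but no dose response follow-up; inactive means inhibition at most 29.93% or unconfirmed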;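 further: 0% = low Mg2+ inducing control and 100% = high Mg2+ repressing control; strong numbers were not always called active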
# RSV antiviral HEp-2: inhibition of RSV-induced cytopathic effect – HEp-2 cells, primary 10 µM value included (AID 2391). HEp-2 cells, RSV-induced CPE inhibition; higher % means a stronger effect. CPE inhibition, % at 10 µM; hits with a dose series show IC50 in µM. 0.13% of 310,000 active; in the data active means a potency from the dose series; inconclusive means CPE inhibition mostly from about 23% at the one dose, without a potency; inactive means the rest, 99 in 100 with CPE inhibition below about 21%; further: strong numbers were not always called active
# MgcRacGAP inhibition: MgcRacGAP GTPase-activating activity inhibitors, confirmation, biochemical, ADP Hunter fluorescence. MgcRacGAP-stimulated Rac1 GTP hydrolysis, ADP Hunter fluorescence; higher % means a stronger effect; GST-tagged Rac1 F28L mutant substrate. inhibition, % at 30 µM, or IC50 in µM where a hit was titrated. 0.6% of 340,000 active;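 active means first-screen hits whose inhibition reached a set limit at any dose in the follow-up dose series; inconclusive means inhibition above the set first-screen limit but never retested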;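 further: fluorescence reports GDP produced by GAP-driven GTP hydrolysis; strong numbers were not always called active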
# TNAP activation fold: human TNAP enzyme activators, primary screen, biochemical, luminescent, no phosphate acceptor, uHTS (AID 1001); 0.03% of 200,000 active; purified TNAP, luminescent activation assay, no phosphate acceptor; higher activation fold means a stronger effect; activation fold at 20 µM; hits with a dose series show EC50 in µM; in the data active means activation fold from about 3, or a potency from the dose series; inactive means the rest, 99 in 100 with activation fold below about 1.6; further: many of its hits are not listed in these tables
# NTR1 ag: agonists of NTR1, primary screen, imaging, U2OS cells, beta-arrestin-GFP, high content (AID 493036); NTR1-U2OS beta-arrestin-GFP spot imaging, agonist mode; 0.17% of 330,000 active; activation, % at 20 µM;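 active means activation at or above 40% of the spot to cytoplasm intensity ratio, with at least 20 cells analyzed; inconclusive means wells under 20 cells, flagged as cytotoxic or low count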;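 further: 0% = DMSO without peptide and 100% = 100 nM NTR1 peptide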
# Target sequence (P30989 whole entry, looked up): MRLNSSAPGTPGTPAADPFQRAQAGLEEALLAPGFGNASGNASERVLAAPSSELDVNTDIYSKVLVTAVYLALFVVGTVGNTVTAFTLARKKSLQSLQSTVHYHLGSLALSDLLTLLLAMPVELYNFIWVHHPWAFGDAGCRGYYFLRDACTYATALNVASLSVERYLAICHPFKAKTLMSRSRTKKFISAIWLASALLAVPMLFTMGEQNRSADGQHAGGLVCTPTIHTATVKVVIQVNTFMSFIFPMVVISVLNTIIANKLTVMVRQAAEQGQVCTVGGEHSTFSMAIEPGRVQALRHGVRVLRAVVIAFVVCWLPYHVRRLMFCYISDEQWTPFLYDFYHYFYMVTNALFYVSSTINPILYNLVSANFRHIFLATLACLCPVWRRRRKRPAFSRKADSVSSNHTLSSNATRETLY
# UTI89 phage lysis: inhibition of K1F phage lysis, E. coli UTI89, bacterial capsule biogenesis inhibitors, alamar blue (AID 488966) | inhibition, % at 100 µM; hits with a dose series show IC50 in µM | E. coli UTI89 K1F phage lysis, alamar blue, 2 h; higher % means a stronger effect | 0.02% of 340,000 active;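 active means phage lysis inhibition, versus mean bacterial control, above a set limit; inconclusive means no clear call, values can overlap the other calls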;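 further: capsule biogenesis inhibitors block K1F phage lysis so surviving cells raise fluorescence; higher fluorescence means more inhibition of phage lysis; actives were called in the ten point dose series up to 300 µM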
# T cell modulator vesicle-bound %: further read-out of T cell modulator, marked with its call; double positive events, %; measured here: CD8+ vesicle-bound cell fraction;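 binding gate set so that unloaded-vesicle control wells show 10% double positive cells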
# NTR1 ag cell count 20 µM: also measured in NTR1 ag; calls as there; cell count; measured here: cell count, cytotoxicity flag
# Myeloid diff 2 GFP+ MAC1+ %: also measured in Myeloid diff 2; calls as there; GFP+ MAC1+ double positive, %; measured here: differentiation confirmed by MAC1 staining
# Active calls of the source: *; i = inactive; ? = inconclusive; . = not tested or not shown; + = active, no number; [ ] = dose if it differs, or a comment.
# Values run as follows: Myeloid diff 2	Myeloid diff 2 GFP+ MAC1+ %	T cell modulator	T cell modulator vesicle-bound %	Large T inhibition	PhoP inhibition	RSV antiviral HEp-2	MgcRacGAP inhibition	TNAP activation fold	NTR1 ag	NTR1 ag cell count 20 µM	UTI89 phage lysis
> CC(=O)N1CCc2cc(S(=O)(=O)CCC(=O)N3CCN(c4cc(C)ccc4C)CC3)ccc21
  i	0.3	i	46	8%	1%	9.9%	6%	.	1.4	59	3.6%
> CCc1cccc(NC(=O)CCNC(=O)Cn2ccc3ccccc3c2=O)c1
  i	0.5	i	37	13%	-9%	0.9%	4%	.	0.4	55	0.1%
> Cc1ccc(NC(=S)NCc2ccc3[nH]c4c(c3c2)CCCC4)cc1
  i	2.2	i	22	10%	24%	26%	-7%	1.1	4.1	91	1.6%
> COc1ccc(N(CC(=O)NC2CCCC2)C(=O)c2csnn2)cc1
  i	1.5	i	18	9%	-3%	0.0%	0%	1.1	-0.3	96	-0.3%
> CC(C)c1onc(C(=O)N2CCC(C(N)=O)CC2)c1[N+](=O)[O-]
  i	0.4	i	4	-1%	-10%	0.8%	15%	.	2.1	44	0.4%
> CC(Cc1ccco1)NC(=O)c1ccc(C(F)(F)F)cc1 (stereo not given)
  i	0.7	i	33	7%	4%	0.9%	5%	.	-0.5	50	-0.4%
> Cc1cc(NS(=O)(=O)c2ccc(Nc3nc(-c4ccc(O)cc4)cs3)cc2)no1
  i	0.6	i	44	>100µM*	-6%	-1.8%	31µM*	1	1.4	51	-4.5%
> O=C(Cn1cnc2ccc(Cl)cc2c1=O)NC1CCS(=O)(=O)C1 (stereo not given)
  i	0.1	.	.	.	.	.	5%	.	0.4	64	1.3%[50 µM]
> Cc1sc(N/N=C/c2cccnc2)nc1-c1ccc(Cl)cc1
  i	0.5	i	19	15%	-3%	-0.7%	11%	1.1	-0.8	92	0.0%
> Cc1nc(NC(=S)NC(=O)COc2ccccc2Cl)ccc1Br
  i	1.6	i	36	10%	-18%	-1.1%	7%	1.2	0.8	44	7.0%
> O=C(N/N=C/c1cccs1)c1cc(-c2ccncc2)nc2ccccc12
  ?	.	i	55	14%	14%	5.5%	12%	1	.	.	3.8%
> CCCC[C@H](CC(=O)c1ccccc1)[C@@H](OC(C)=O)C(=O)Oc1c(C(C)C)cccc1C(C)C
  i	0.6	i	35	.	.	3.4%	6%	.	1.0	55	0.8%
> CCc1nnc(NC(=O)CCC(=O)N2CCN(c3cc(Cl)ccc3C)CC2)s1
  i	0.3	i	65	20%	-7%	9.7%	12%	.	-0.4	58	-0.3%
> COC(=O)c1sccc1NC(=O)CSc1nnnn1-c1ccccc1C
  i	0.2	i	32	7%	-1%	0.6%	5%	1.2	4.1	67	0.3%
> O=C(NCCCN1CCOCC1)/C(=C/c1cccs1)NC(=O)c1ccccc1
  i	0.7	i	30	27%	5%	-0.1%	2%	.	-1.1	44	-0.2%
> CCCS(=O)(=O)c1nc(S(=O)(=O)c2ccc(C)cc2)c(NCCCN2CCOCC2)s1
  i	0.8	i	50	6%	6%	2.2%	15%	1.1	2.2	35	0.8%
> CC1=C(C(=O)O)N2C(=O)C(NC(=O)c3ccn(C)n3)C2SC1 (stereo not given)
  i	1.6	i	22	5%	5%	1.9%	28%	1.1	1.0	47	0.1%
> O=C(CCN1C(=O)c2ccccc2C1=O)NCc1cccc(Cl)c1
  i	2.1	i	26	4%	1%	0.7%	4%	.	0.1	58	0.6%
> O=C(O)c1cccnc1SC1CC(=O)N(c2ccccc2)C1=O (stereo not given)
  i	0.2	i	20	13%	2%	-1.3%	0%	.	2.1	50	-0.1%
> N#CC1C(=O)NC(N2CCN(c3ccccc3)CC2)=NC12CCCCC2 (stereo not given)
  i	0.7	i	7	-2%	7%	1.9%	9%	1.2	-0.4	93	0.2%
> Cc1csc(SCCn2c(N3CCCC3)nc3c2c(=O)[nH]c(=O)n3C)n1
  i	0.8	i	28	-1%	-5%	0.6%	7%	1.2	0.3	53	0.6%
> Clc1nc(Nc2ccccc2)nc(Nc2ccccc2)n1
  i	0.2	i	16	1%	-1%	0.4%	1%	1	6.4	52	0.7%
> CC(C)(C)n1nc(C2CC2)cc1NC(=O)Nc1ccc(Cl)cc1
  i	1.2	i	41	-1%	-1%	-0.1%	6%	.	2.7	92	0.5%
> CCOC(=O)C1CCN(S(=O)(=O)c2ccc(-c3nc4ccccc4s3)s2)CC1
  .	.	i	54	1%	-20%	3.2%	.	1	-0.5	53	.
> Cc1ccc(C(=O)N/C(=C\c2ccccc2)C(=O)NCCN2CCOCC2)cc1
  i	0.5	i	12	6%	-3%	1.9%	2%	.	1.7	57	0.5%
> COc1cc(CNCc2ccc(OC)cc2OC)cc(OC)c1
  i	1.9	i	42	10%	-3%	0.8%	?	.	1.5	48	-2.2%
> C=COC(=O)c1sc2nc(C)cc(C)c2c1N
  i	0.6	i	34	7%	-7%	1.3%	9%	.	0.2	64	-0.3%
> COc1ccc2nc(N=NC3=C(O)CC(C)(C)CC3=O)sc2c1
  i	0.8	i	34	18%	-2%	2.3%	8%	0.7	0.8	96	0.0%
> CN(C)c1ccc(CNC(=O)c2cc(S(=O)(=O)N3CCCC3)cn2C)cc1
  i	1.7	i	27	32%	.	3.2%	2%	.	-0.6	99	-0.4%
> COc1ccccc1NC(=O)c1ccc2c(c1)nnn2C
  i	1.1	i	51	4%	0%	0.2%	-10%	1	-0.6	31	-0.5%

# MgcRacGAP inhibition, what is marked active above.
Compound,Myeloid diff 2 GFP+ MAC1+ %,T cell modulator,T cell modulator vesicle-bound %,Large T inhibition,PhoP inhibition,RSV antiviral HEp-2,MgcRacGAP inhibition,TNAP activation fold
Cc1cc(NS(=O)(=O)c2ccc(Nc3nc(-c4ccc(O)cc4)cs3)cc2)no1,0.6,i,44,>100µM*,-6%,-1.8%,31µM*,1

# New compounds follow:
# Values run as follows: Myeloid diff 2	Myeloid diff 2 GFP+ MAC1+ %	T cell modulator	T cell modulator vesicle-bound %	Large T inhibition	PhoP inhibition	RSV antiviral HEp-2	MgcRacGAP inhibition	TNAP activation fold	NTR1 ag	NTR1 ag cell count 20 µM	UTI89 phage lysis
> Cc1ccc(S(=O)(=O)N2C(=O)CCC2C(=O)O/N=C(\N)c2ccccc2)cc1 (stereo not given)
  i	0.8	i	39	-13%	-4%	-0.1%	8%	.	1.7	68	0.0%
> CN(C)c1cccc(C(=O)OC(C(=O)Nc2ccc(Cl)cc2C(F)(F)F)c2ccccc2)c1 (stereo not given)
  i	0.3	i	34	2%	-11%	3.6%	4%	1.2	0.5	49	-15%
> CCN1CCN(C(=O)Nc2cc(Cl)ccc2OC)CC1
  i	0.4	i	60	6%	10%	1.2%	-16%	1.1	-1.2	78	0.0%
> CSc1sc(-c2nnc(SCC(=O)Nc3ccc(Cl)cc3)n2C)c2c1C=CCC2
  i	0.7	i	29	8%	-2%	-0.7%	.	.	5.9	51	.
> O=C(CSc1ccc(Cl)cc1)Nc1ncccn1
  i	0.3	i	55	-4%	6%	0.3%	3%	1.1	0.5	53	0.0%
> Cc1ccc(C(=O)c2nc(C(=O)NCCO)nc3ccccc23)cc1
  i	0.5	i	22	.	.	2.0%	4%	.	-1.3	52	-0.9%
> CC(=O)N1N=C2/C(=C/c3ccccc3)CCCC2C1c1ccccc1 (stereo not given)
  i	0.2	+	7.8*	-4%	1%	20%	4%	0.8	2.9	28	-0.4%
> O=C(c1cccc(COc2ccc(Cl)cc2Cl)c1)N1CCN(c2ccccn2)CC1
  i	4.0	i	29	8%	0%	1.0%	-1%	1	12	51	5.3%
> O=C(Nc1oc2ccc(Cl)cc2c(=O)c1-c1ccc(F)cc1)c1ccco1
  i	0.6	i	29	10%	-7%	4.5%	5%	.	2.0	57	0.3%
> CCOC(=O)C1=C(COC(=O)/C=C/c2cc(OC)c(OC)c(OC)c2)NC(=O)NC1C (stereo not given)
  i	0.8	i	56	8%	-4%	2.2%	7%	.	2.1	71	1.5%[50 µM]
> CCOC(=O)c1ccc(-n2c(C)nc3c(cnn3-c3ccccc3C)c2=O)cc1
  i	1.4	i	40	-5%	2%	0.3%	1%	1.1	2.5	44	0.2%
> O=C(CC12CC3CC(CC(C3)C1)C2)Nc1nncs1
  i	1.6	i	7	13%	1%	4.9%	-1%	.	0.3	59	2.4%[50 µM]
> Cn1c(NCC(O)c2ccccc2)nc2c1c(=O)n(Cc1ccc(Cl)cc1)c(=O)n2C (stereo not given)
  i	1.0	i	1	31%	27%	2.3%	13%	1	2.9	39	0.1%
> COc1ccc(N(C(=O)c2snc(C(N)=O)c2N)C(C(=O)NC2CCCC2)c2ccc(F)cc2)c(OC)c1 (stereo not given)
  i	0.4	i	18	5%	3%	2.3%	4%	.	0.6	45	0.2%
> Cc1cc(-c2cccc(Br)c2)c(C#N)c(N)n1
  i	0.6	i	41	8%	1%	9.3%	5%	1.1	0.1	34	0.2%
> Nc1cc(C(=O)O)ccc1Nc1ccc(F)c(F)c1
  i	1.8	i	17	20%	-9%	1.4%	10%	1.1	0.7	65	-0.3%
> CCOc1ccc(S(=O)(=O)N2CCN(C(=S)NCc3ccco3)CC2)cc1
  i	1.0	i	42	12%	-17%	6.9%	4%	1	3.0	41	6.0%
> Cc1ccc(CN2[C@@H](Cc3ccccc3)C(=O)CS2(=O)=O)cc1
  i	1.6	i	26	.	.	-0.9%	3%	.	-2.5	59	-0.6%
> C/C(=N\NC(=O)COc1ccc([N+](=O)[O-])cc1)c1ccco1
  i	0.2	i	24	.	.	-0.1%	5%	.	-2.0	52	0.7%[50 µM]
> CCCCn1nc2cc(C(=O)NCc3ccc(OC(F)(F)F)cc3)ccc2c1OC
  i	0.5	i	38	9%	4%	6.8%	10%	1.1	-1.3	91	0.7%
> Nc1c(C(=O)N2CCCCCC2)oc2ccccc12
  i	3.5	i	7	6%	2%	8.2%	10%	.	3.8	56	0.7%
> CCOC(=O)C1Cc2c([nH]c3ccccc23)C(C)N1 (stereo not given)
  i	1.0	i	46	9%	1%	1.4%	3%	1.1	1.3	52	5.1%
> Cc1nn(Cc2ccccc2Cl)c(C)c1NC(=O)c1ccn(C)n1
  i	3.1	i	26	6%	3%	0.3%	-8%	1.1	0.1	87	0.3%[50 µM]
> COc1ccc(CNC(=O)CSc2ncn[nH]2)cc1
  i	0.6	i	55	-3%	7%	0.5%	8%	0.9	-1.1	42	0.1%

# Compound activity: PubChem, several laboratories
